DT40 TDP1 no CPT: qHTS for Inhibitors of human tyrosyl-DNA phosphodiesterase 1 (TDP1): qHTS in cells in absence of CPT; DT40 Tdp1-/- hTDP1 cells, no CPT, ATP luminescence, 48 h; Potency, µM (titrated, usually from 46.2 µM), without a hit: top-dose activity change, negative = growth inhibition, hits mostly inhibitors; hit rate 15% among 420,000; also: nearly all actives have a fitted effect of over 55% in size
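Seeded 400 DT40-hTDP1 cells/well (vehicle DMSO, no 20 nM CPT); pinned compounds; ≥48 hr at 37 °C; CellTiter-Glo luminescence as viability measure.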
TDP1 cell CPT: DT40-hTDP1 cell growth loss with CPT | chicken DT40 Tdp1-/-;hTDP1 cells + 20 nM CPT, ATP luminescence, 48 h | Potency, µM (doses to about 46.2 µM), inactives show top-dose activity change, negative = growth inhibition, hits mostly inhibitors | hit rate 12% among 420,000; also: nearly all actives have a fitted effect of over 55% in size
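Cell growth measured by CellTiter-Glo luminescence after a minimum 48 h, 37 C compound exposure with 20 nM CPT in Tdp1-knockout DT40 cells stably expressing hTDP1, seeded 400/well; qHTS titration format.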
TDP1 inh: blocks human tyrosyl-DNA phosphodiesterase 1 | recombinant TDP1, AlphaScreen DNA substrate cleavage | Potency, µM (top dose mostly 130 µM), for the others: at the top dose activity change, negative = inhibition, usual class: inhibitors | hit rate 0.28% among 350,000 | AID 485290; also: nearly all actives have a fitted effect of over 40% in size
Target sequence (Q9NUW8 whole entry, looked up): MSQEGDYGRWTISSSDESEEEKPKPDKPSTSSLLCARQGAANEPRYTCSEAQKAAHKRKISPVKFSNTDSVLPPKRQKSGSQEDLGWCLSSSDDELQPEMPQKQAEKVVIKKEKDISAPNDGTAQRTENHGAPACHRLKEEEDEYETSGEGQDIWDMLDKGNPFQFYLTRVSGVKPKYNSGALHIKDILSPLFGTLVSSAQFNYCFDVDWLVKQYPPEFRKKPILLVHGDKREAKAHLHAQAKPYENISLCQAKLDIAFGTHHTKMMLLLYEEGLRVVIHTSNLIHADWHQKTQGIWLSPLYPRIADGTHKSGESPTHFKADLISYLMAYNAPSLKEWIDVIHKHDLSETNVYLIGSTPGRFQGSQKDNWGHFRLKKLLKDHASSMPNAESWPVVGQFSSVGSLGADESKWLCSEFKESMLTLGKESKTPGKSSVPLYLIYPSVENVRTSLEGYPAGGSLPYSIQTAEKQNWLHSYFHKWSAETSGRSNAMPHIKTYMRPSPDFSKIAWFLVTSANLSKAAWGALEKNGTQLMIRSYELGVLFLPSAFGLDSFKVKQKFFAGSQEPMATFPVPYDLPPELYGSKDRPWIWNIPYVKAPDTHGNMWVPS
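Compounds were preincubated with Tdp1 (1 nM final) for 15 min at room temperature before substrate (15 nM final) started a 5 min reaction; beads (10 ug/ml final) were then added for 10 min before AlphaScreen detection.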
The depositor's hits bear a star; ? = inconclusive; / = not tested or not shown; [ ] = remark or other dose. Calls follow the shape of the dose curve; as a rule, active = well fitted curve in the direction sought with a large enough effect; inconclusive = small, poorly fitted or top-dose-only effect, or another doubt; inactive = no such curve, though single readings can be large; an effect the other way counts as inactive or inconclusive. % is scaled to controls: 0 for no effect and ±100 for the full control effect; potency is read from the fitted curve at half-maximal effect. No enrichment for hits. Share with any hit: about 18%.

SMILES	DT40 TDP1 no CPT	TDP1 cell CPT	TDP1 inh
COC(=O)Cc1cc(=O)n2[nH]c(C)c(-c3ccccc3)c2n1	-5.8%	2.8%	10.7%
Cc1[nH]n2c(=O)cc(C(C)(C)C)nc2c1-c1ccccc1	5.17µM*	4.61µM*	9.4%
COc1ccc(-c2cccc(NS(=O)(=O)c3cc([N+](=O)[O-])ccc3C)c2)nn1	-25.4%	?	?
CCOC(=O)c1sc2ncn(CC(=O)Nc3ccc(OCC)cc3)c(=O)c2c1C	-1.6%	2.2%	5.9%
Cc1ccc(S(=O)(=O)N(C)CCCC(=O)NC(C)(C)CO)cc1	-1.6%	-9.9%	2.7%
O=S(=O)(Nc1cccc(C(F)(F)F)c1)c1ccc(NS(=O)(=O)c2ccc3c(c2)OCCO3)cc1	1.1%	-27.2%	/
Brc1c(C[n+]2ccccc2)nc2ccccn12	-5.2%	-21.2%	4.2%
CCc1c(O)nc(SCC(=O)Nc2cc(C)on2)n(-c2ccccc2)c1=O	21.5%	-3.2%	2.5%
CCCCN(C)CCCNC(=O)Cn1ncc2c3ccccc3n(Cc3ccccc3)c2c1=O	?	?	0.0%
C=CCOC(=O)C1=C[C@@H](c2ccccc2)[C@H](CCCO)[C@@H](OCC)O1	?	14.6µM*	6.4%
O=C(NCCc1ccc(C(F)(F)F)cc1)C1CC(=O)N(c2ccc3c(c2)OCCO3)C1 (configuration not stated)	20.6µM*	?	-0.1%
O=C(NC(=S)Nc1ccc(NC(=O)c2cccs2)cc1)c1ccco1	?	?	2.7%
Cc1ccccc1NC(=O)CSc1nnc(-c2cccs2)o1	-10.2%	-4.9%	-3.6%
CCOC(=O)c1c(NC(=O)CSc2nc3ccccc3s2)sc(C)c1C	?	16.4µM*	-1.9%
COc1ccc(C(=O)NC2CC(C)(C)NC(C)(C)C2)cc1OC	-0.9%	1.2%	/
CCc1ccccc1N=C1S/C(=C/c2ccccc2OCC(=O)N2CCOCC2)C(=O)N1C	?	?	6.9%
COc1cc(/C=N/N=C2/NC(=O)C(CC(=O)O)S2)ccc1OCc1cccc(Cl)c1 (configuration not stated)	-2.0%	32.7%[activator]	1.2%
CCOC(=O)N1CCN(C(=O)CSc2nnc(-c3cccc(Cl)c3)o2)CC1	?	?	2.1%
COc1ccccc1NC(=O)NC1CC(=O)N(c2ccc3c(c2)OCCO3)C1 (configuration not stated)	?	-5.4%	/
Cc1ccc(C)c(N2CCN(c3ncnc4c3nc3n4CCCCC3)CC2)c1	?	?	-1.2%
O=c1c(Cc2ccc(Cl)cc2)c(O)ccn1Cc1cccc(Cl)c1	?	-11.1%	0.0%
CCOc1ccccc1NC(=O)CSc1nnc2[nH]c(=O)cc(C)n12	-0.2%	7.8%	5.2%
CC(C)C[C@H](NC(=O)c1nc[nH]c1C(=O)NCC(=O)OC(C)(C)C)C(=O)OC(C)(C)C	?	?	5.9%
COc1ccc(CCCc2nnc(SCC(=O)Nc3ccc(C)cc3C)o2)cc1	?	-29.0%	/
COc1cc(Cl)c(C)cc1NC(=O)Cn1ncc2c1-c1cc(C)ccc1OC2	?	?	-1.0%

New compounds follow:
SMILES	DT40 TDP1 no CPT	TDP1 cell CPT	TDP1 inh
COc1cc(-c2nnco2)cc(OC)c1OC	9.2%	-6.6%	-1.2%
O=S(=O)(Cc1ccccc1Cl)CC(O)COc1ccccc1Cl (configuration not stated)	-19.8%	?	3.8%
COC(=O)Cc1c(C)nc2nc(-c3ccccc3)[nH]n2c1=O	?	-7.8%	0.0%
CSc1ccc(Cn2c(C)c(C(=O)NCc3ccc(C(C)C)cc3)sc2=O)cc1	?	-8.2%	/
CCOC(=O)CCNC(=O)c1ccccc1Br	-0.7%	-13.5%	4.1%
Cc1ccc(NC(=O)CN(C)C(=O)CN2C(=O)NC(C)(c3ccccc3)C2=O)cc1 (configuration not stated)	?	?	1.0%
O=C(Nc1ccc2c(c1)OCCO2)C1c2ccccc2OCC(=O)N1Cc1ccc2c(c1)OCO2 (configuration not stated)	-2.2%	1.1%	/
O=C(c1ccc2c(c1)N(Cc1ccc(F)cc1)C(=O)c1ccccc1S2=O)N1CCC(Cc2ccccc2)CC1 (configuration not stated)	14.6µM*	16.4µM*	6.9%
Cc1cc(-c2onc3ccc(Cl)cc23)ccc1O	?	?	5.7%
C=CCOCCN(C)C1=NS(=O)(=O)c2ccccc21	-11.1%	13.4%	-1.2%
O=C(NC(c1ccccc1)c1ccccc1)C1(c2cccs2)CCOCC1	?	0.8%	8.2%
O=C(COC(=O)CCC(=O)c1ccc(F)cc1)Nc1ccc(F)cc1F	4.2%	3.7%	1.6%
Clc1nc(-c2ccccc2)cc(-c2ccc(Br)cc2)n1	?	-26.3%	/
Cc1ccc(C(=O)C(=O)c2ccc(C)c(N)c2)cc1N	-5.3%	?	8.2%
COc1ccc(C(CNCC(=O)Nc2ccccc2F)N(C)C)cc1 (configuration not stated)	6.6%	-3.8%	/
COc1ccccc1CC(=O)Nc1ccc(-c2noc(COc3ccc(Br)cc3)n2)cc1	-27.2%	-18.4%	-2.0%
Cc1ccc(C)c(C(=O)C[n+]2cccc(Br)c2)c1	?	7.1%	/
O=C(O)C1CCCCC1C(=O)Nc1ccc(F)cc1F (configuration not stated)	-2.8%	3.8%	4.8%
Cc1cc(C(=O)NCc2nc(-c3ccccc3NC(=O)C3CCCO3)oc2C)nc(C)n1 (configuration not stated)	-29.6%	8.3%	/
CCc1ccc(CNC(=O)c2ccc(Cn3c(=O)c4cccn4c4cccnc43)cc2)cc1	0.461µM*	?	5.1%
CCc1ccc(C(=O)COC(=O)c2cnccn2)cc1	3.2%	-9.8%	4.7%
CCCCC	-0.3%	-10.3%	5.4%
O=[N+]([O-])c1ccc(C=NN2CCOCC2)s1	?	20.6µM*	/
Cc1c(Cl)c([N+](=O)[O-])nn1CCCC(=O)Nc1ccc(Cl)cc1Cl	?	-2.1%	-1.1%
O=C(COC(=O)c1ccccc1O)Nc1cccc(S(=O)(=O)N2CCCC2)c1	2.7%	-26.2%	-0.5%

Next section:
SMILES	DT40 TDP1 no CPT	TDP1 cell CPT	TDP1 inh
CSCCCNC(=O)c1ccc(OC2CCN(CCc3ccccc3)CC2)cc1	?	?	3.6%
COc1ccc(OC)c(CNC(=O)C2CCCN(c3nc4ccccc4o3)C2)c1 (configuration not stated)	-18.9%	-4.5%	10.6%
Cc1ccc(NC2(c3nnnn3-c3c(C)cccc3C)CCCCC2)cc1	23.1µM*	?	8.2%
Nc1cccn2c(-c3ccc(Cl)cc3)cnc12	18.4µM*	?	7.7%
CCOC(=O)C1CCN(C(=O)COC(=O)c2ccc(=O)n(Cc3ccccc3)n2)CC1	-2.1%	6.2%	0.4%
CCOC(=O)[C@]12CCC=C1N(Cc1ccc3c(c1)OCO3)C(=O)[C@H](CC(=O)N1CCCC1)C2	?	?	/
Cc1nc(N2CCCCC2)nc(N2CCCCC2)c1C=O	?	-7.4%	-3.8%
CC(C)NC(=O)N1CCCC2(CCN(C(=O)c3cccn3C)CC2)C1	1.6%	11.8%	/
O=[N+]([O-])c1cc(Cl)cc(/C=N/Nc2nc3ccccc3s2)c1O	0.92µM*	0.326µM*	5.1%
COc1ccc(Nc2nc(N)nc(CSC(=S)N3CCN(C)CC3)n2)cc1	?	-13.8%	3.7%
COc1ccc(OC)c(NC(=S)NN2CCOCC2)c1	-9.0%	-19.4%	0.0%
O=C(COC(=O)c1cc(S(=O)(=O)N2CCOCC2)ccc1F)c1ccc[nH]1	-3.6%	7.5%	4.3%
O=C(CCCN1CCC(O)(c2cccc(C(F)(F)F)c2)CC1)c1ccc(F)cc1	?	?	5.8%[56.1 µM]
CCCNC(=O)c1ccc(COc2ccc(C(C)(C)C)cc2)o1	13µM*	?	/
Cc1ccc(-n2c(SCC3CCCCO3)nnc2-c2ccco2)cc1 (configuration not stated)	?	?	11.4%
CN(C(=O)c1cc2ccccc2oc1=O)C1(C)CCS(=O)(=O)C1 (configuration not stated)	1.7%	-0.2%	2.7%
CCC(=O)C1CCCN(C(=O)c2ccc3nc(-c4cccc(OC)c4)oc3c2)C1 (configuration not stated)	?	?	1.6%
COc1ccc(-c2cc3ccccc3n2CC(O)CNC(CO)(CO)CO)cc1 (configuration not stated)	?	?	1.1%
Cc1cccc(C)c1NC(=O)CCCCCNS(=O)(=O)c1ccccc1	?	?	5.5%
CCN(c1ccc(OC)cc1)S(=O)(=O)c1csc(C(=O)N2CCCC2)c1	-13.8%	?	2.7%
COc1cc(C2N(c3cccc(Cl)c3)C(=O)C3CCCN32)cc(OC)c1OC (configuration not stated)	-22.4%	2.7%	-1.0%
C/C=C/C(=O)N1c2ccc(C)cc2C(C)=CC1(C)C	?	?	-0.6%
NC(=O)CSc1nnc(-c2cc(-c3cccs3)nc3ccccc23)o1	?	-16.1%	-1.1%
CCC1CN(C(=O)N2CCC(C(=O)NCc3cc(OC)ccc3OC)CC2)c2ccccc2O1 (configuration not stated)	18.4µM*	18.4µM*	-1.3%
NC(=O)CC[C@@H]1NC(=O)[C@H](CO)NC(=O)c2cc([N+](=O)[O-])cc(I)c2NCCC[C@@H](C(N)=O)NC(=O)[C@H](Cc2ccc(O)cc2)NC1=O	3.6%	-0.3%	5.3%

Structures from the list above with fluorine:
SMILES	DT40 TDP1 no CPT	TDP1 cell CPT	TDP1 inh
O=S(=O)(Nc1cccc(C(F)(F)F)c1)c1ccc(NS(=O)(=O)c2ccc3c(c2)OCCO3)cc1	1.1%	-27.2%	/
O=C(NCCc1ccc(C(F)(F)F)cc1)C1CC(=O)N(c2ccc3c(c2)OCCO3)C1 (configuration not stated)	20.6µM*	?	-0.1%
O=C(c1ccc2c(c1)N(Cc1ccc(F)cc1)C(=O)c1ccccc1S2=O)N1CCC(Cc2ccccc2)CC1 (configuration not stated)	14.6µM*	16.4µM*	6.9%
O=C(COC(=O)CCC(=O)c1ccc(F)cc1)Nc1ccc(F)cc1F	4.2%	3.7%	1.6%
COc1ccc(C(CNCC(=O)Nc2ccccc2F)N(C)C)cc1 (configuration not stated)	6.6%	-3.8%	/
O=C(O)C1CCCCC1C(=O)Nc1ccc(F)cc1F (configuration not stated)	-2.8%	3.8%	4.8%
O=C(COC(=O)c1cc(S(=O)(=O)N2CCOCC2)ccc1F)c1ccc[nH]1	-3.6%	7.5%	4.3%
O=C(CCCN1CCC(O)(c2cccc(C(F)(F)F)c2)CC1)c1ccc(F)cc1	?	?	5.8%[56.1 µM]

Remaining list, next part
SMILES	DT40 TDP1 no CPT	TDP1 cell CPT	TDP1 inh
Cc1cc(Cl)c(S(=O)(=O)NC2CCCC2)cc1OCC(=O)NC1CCCCC1	23.1µM*	25.9µM*	-10.5%
Cc1ccc(-n2c(-c3ccc(Cl)cc3)c[n+]3c2CCC3)cc1	3.26µM*	3.26µM*	-4.1%
CCOC(=O)NN=C1CCC(c2ccccc2)CC1 (configuration not stated)	21.7%	?	6.1%
Cc1ccc(NC(=O)CSc2nc(C)c(C)c(C)n2)cc1S(=O)(=O)N1CCOCC1	?	-20.9%	1.9%
COCCn1c(N)c(N(Cc2ccccc2)C(=O)c2oc3ccccc3c2C)c(=O)[nH]c1=O	-22.1%	-7.9%	0.0%
O=S1(=O)CCC(N=Cc2ccc(-c3ccc(Cl)cc3)o2)C1 (configuration not stated)	-1.1%	-2.8%	1.2%
Brc1ccccc1Cn1c(-c2cscn2)nc2ccccc21	?	23.1µM*	-2.2%
Cc1ccc(C(=O)/C=C2\NCC(C)NC2=O)cc1 (configuration not stated)	-19.5%	-12.8%	0.0%
CC1CCCCC1NC(=O)CSc1nc2ccccc2[nH]1 (configuration not stated)	-11.3%	-22.4%	-2.2%
O=C(CSc1ccccc1C(=O)O)NCC1CCCCC1	-3.4%	4.5%	-2.3%
C[C@]12CCC3C(CC[C@H]4CCCC[C@]34C)C1CC[C@@]2(O)CNCCO (some centres not stated)	?	13µM*	/
N#C/C(=C(\O)c1ccco1)c1ccccn1	7.9%	14.2%	0.0%
CCN(C(=O)CSc1ccccn1)C1CCCCC1	14.6µM*	10.3µM*	0.1%
O=C(CSc1nnc(CNC(=O)C23CC4CC(CC(C4)C2)C3)n1-c1ccc(F)cc1)Nc1ccccc1	?	?	3.4%
